# Screens from PubChem BioAssay.
# Bim-Bcl-2 = inhibitors of Bim-Bcl-2 interaction, human; P10415; Bead-based flow cytometry, Bim peptide-Bcl-2 binding; inhibition, % at 10 µM; hit rate 0.06% among 190,000; AID 950; in the data active means inhibition above about 40%;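 further: 0% = no compound wells with probe peptide and 100% = reference peptide inhibitor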
# Target sequence (P10415 whole entry, looked up): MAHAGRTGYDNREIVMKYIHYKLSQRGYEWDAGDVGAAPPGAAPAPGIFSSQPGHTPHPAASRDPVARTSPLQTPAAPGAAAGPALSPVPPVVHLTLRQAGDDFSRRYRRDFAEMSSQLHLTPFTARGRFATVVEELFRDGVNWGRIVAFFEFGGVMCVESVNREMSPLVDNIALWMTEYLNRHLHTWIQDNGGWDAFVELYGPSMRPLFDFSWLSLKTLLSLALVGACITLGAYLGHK
# ABCB1 inh = human ABCB1 inhibition, ABCG2 as counter-screen; hit rate 0.067% among 190,000; inhibition, % at 6.6 µM; AID 1326; CCRF-Adr cells, JC-1 efflux, flow cytometry; in the data active means inhibition above about 40%;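 further: 0% = vehicle and 100% = reference inhibitor; higher value means more JC-1 retained so stronger ABCB1 efflux block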
# Bcl-B Bim block = human Bim-Bcl-B interaction inhibition; bead-based flow cytometry, Bim peptide-Bcl-B binding; inhibition, % at 10 µM; AID 951; hit rate 0.073% among 190,000;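 further: 0% = tracer peptide without compound and 100% = reference inhibitor peptide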
# Bfl-1 Bim block = disrupts Bim binding to human Bfl-1. Bead-based flow cytometry, Bim-Bfl-1 binding inhibition. Q16548. inhibition, % at 10 µM. hit rate 0.12% among 190,000;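 further: 0% = wells without compound plus tracer and 100% = blocker peptide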
# RGS4-Gao reg = human RGS4-Galphao interaction regulation; binding response (% of control), % at 10 µM; Multiplexed bead flow cytometry, RGS4-Galphao binding; actives lie on both sides; hit rate 0.33% among 220,000; AID 1415; in the data active means binding response below about 49% or above about 150%; inactive means in between;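 further: fluorescent Galphao activated with aluminum fluoride binding bead-coupled RGS4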
# Target sequence (P09471 whole entry, looked up): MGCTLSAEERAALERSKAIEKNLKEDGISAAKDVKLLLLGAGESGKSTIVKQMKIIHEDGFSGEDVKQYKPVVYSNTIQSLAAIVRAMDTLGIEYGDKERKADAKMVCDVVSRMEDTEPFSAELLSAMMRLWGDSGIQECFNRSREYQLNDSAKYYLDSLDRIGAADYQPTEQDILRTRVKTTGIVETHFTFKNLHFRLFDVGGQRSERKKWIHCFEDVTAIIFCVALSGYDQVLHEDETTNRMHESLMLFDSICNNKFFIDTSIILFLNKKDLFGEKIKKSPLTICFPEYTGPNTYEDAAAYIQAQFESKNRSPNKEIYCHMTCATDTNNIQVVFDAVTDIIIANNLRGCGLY
# ABCG2 block = human ABCG2 inhibition, ABCB1 as counter-screen | Q9UNQ0 | IgMXP3 cells, JC-1 efflux, flow cytometry | inhibition, % at 6.6 µM | hit rate 0.1% among 190,000 | AID 1325;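 active means inhibition above 80%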;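 further: 0% = DMSO and 100% = nicardipine control wells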
#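 Times: 10 min at 25 °C | Test system: Two drug-resistant human cell lines, ABCG2 and ABCB1 | Quantity: 3 million cells/mL final, two lines in 1:1 ratio | Signal: Flow cytometry, 530 nm JC-1 signal | Dosing: Compound at 6.6 µM | Controls: Nicardipine and DMSO wells | Reagent: JC-1 as fluorescent efflux pump substrate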
# GSH bead fluor = compound fluoresces at 488/530 nm on GSH beads; AID 1776; GSH beads flow cytometry, compound fluorescence 488/530 nm; active compounds read high; hit rate 0.25% among 190,000; fluorescence (KMESF) at 10 µM; in the data active means fluorescence above about 89;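 further: glutathione beads carrying GST-tagged Bcl family fusion proteins plus one bare bead set; values are compound well signal with DMSO vehicle wells as background; inactives centre near 16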
# Avidin fluor = avidin bead compound fluorescence profile; Avidin beads, compound fluorescence 488/530 nm, flow cytometry; active compounds read high; fluorescence (KMESF) at 10 µM; hit rate 0.38% among 220,000; AID 1775; in the data active means fluorescence above about 47; further: inactives centre near 10
# RGS7-Gao = modulates binding of RGS7 to human Galphao; AID 1439; Multiplexed bead flow cytometry; actives lie on both sides; binding response (% of control), % at 10 µM; P09471; hit rate 0.35% among 220,000; in the data active means binding response below about 49% or above about 150%;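 further: fluorescent Galphao held in activated GDP-AlF4 state binding bead-coupled RGS7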
# Bcl-W Bim block = inhibitors of Bim-Bcl-W interaction, human. inhibition, % at 10 µM. hit rate 0.02% among 190,000. AID 952. bead-based flow cytometry, Bim peptide-Bcl-W binding;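 further: 0% = bound tracer without compound and 100% = peptide blocker; higher means less fluorescent Bim peptide bound to Bcl-W beads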
# Target sequence (Q92843 whole entry, looked up): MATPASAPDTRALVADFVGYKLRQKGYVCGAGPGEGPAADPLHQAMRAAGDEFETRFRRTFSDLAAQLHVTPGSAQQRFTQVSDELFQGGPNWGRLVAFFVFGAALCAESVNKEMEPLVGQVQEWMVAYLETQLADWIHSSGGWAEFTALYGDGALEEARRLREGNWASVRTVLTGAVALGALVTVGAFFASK
# Bim-Bcl-XL = human Bim-Bcl-XL interaction inhibition. Bim peptide-Bcl-XL binding, bead flow cytometry, fluorescence. inhibition, % at 10 µM. hit rate 0.04% among 190,000
# Target sequence (Q07817 whole entry, looked up): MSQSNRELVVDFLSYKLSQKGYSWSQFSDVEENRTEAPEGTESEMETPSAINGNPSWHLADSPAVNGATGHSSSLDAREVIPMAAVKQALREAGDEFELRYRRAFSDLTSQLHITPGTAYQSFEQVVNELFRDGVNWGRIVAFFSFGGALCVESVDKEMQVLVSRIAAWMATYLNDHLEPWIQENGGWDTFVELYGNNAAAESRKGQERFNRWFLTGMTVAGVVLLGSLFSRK
# * marks the source's active call; other numbers are inactive results. Unless noted, no stated cut-off is given here; in the data, active means inhibition above about 40%.
SMILES,Bim-Bcl-2,ABCB1 inh,Bcl-B Bim block,Bfl-1 Bim block,RGS4-Gao reg,ABCG2 block,GSH bead fluor,Avidin fluor,RGS7-Gao,Bcl-W Bim block,Bim-Bcl-XL
O=C(NC1CCCC1)C(c1ccco1)N(Cc1ccccc1)C(=O)c1csnn1 (stereo unspecified),-5,0.5,-9,-4,104,-1,31,10,109,-6,-16
Cc1ccc2cc(-c3noc(C4CCCO4)n3)c(=O)[nH]c2c1 (stereo unspecified),2,-1.4,0,-1,97,-2,17,4,94,-2,0
O=S(=O)(Nc1nc2ccccc2nc1Nc1ccc(N2CCOCC2)cc1)c1cc(Cl)ccc1Cl,-19,0.6,0,-14,98,3,10,15,97,-5,-8
CCOC(=O)C1=C(N)Oc2ccc3ccccc3c2C1c1cccnc1 (stereo unspecified),-7,2.1,-6,-4,90,9,14,3,97,-1,-4
Cc1ccc(-n2c(SCC(=O)Nc3cccc(S(N)(=O)=O)c3)nc3ccccc32)cc1,3,-0.4,-6,3,100,-9,4,8,101,0,-2
CCCCNC(=O)CCC(=O)NNc1nc2ccccc2c2nc(-c3ccccc3)nn12,-1,0.0,-7,0,103,-2,12,4,103,-4,-6
COc1ccc(C(CCNC(C)c2ccccc2)c2ccc(F)cc2)cc1 (stereo unspecified),-7,1.8,-9,-6,102,4,11,11,105,-4,-6
COc1ccc(C2C(C(=O)N3CCN(C)CC3)c3cc(OC)c(OC)cc3C(=O)N2C)cc1 (stereo unspecified),2,-0.1,1,0,97,-1,10,10,90,0,-2
NC(=O)c1ccccc1NS(=O)(=O)c1ccc(F)cc1,-2,0.1,-5,-5,104,2,14,12,102,-2,-4
Cc1cc(C)nc(NC(=S)Nc2ccc(F)cc2F)c1,-2,0.7,-7,0,102,10,13,11,117,-1,-2
CCc1cc2c(N3CCN(C(=O)c4ccco4)CC3)ncnc2s1,-8,1.4,-7,-5,104,6,10,11,108,-3,-6
Cc1cccc(N2CCN(C(=O)c3ccncc3)CC2C)c1 (stereo unspecified),0,0.3,3,0,99,0,28,8,97,2,0
Cc1ccc(N(C(=O)CNC(=O)c2ccco2)C(C(=O)NCC2CCCO2)c2ccccc2)cc1 (stereo unspecified),-15,0.2,-7,-18,101,4,25,11,103,-2,-8
O=P(O)(O)c1ccccc1OCCOCCOCCOCCOc1ccccc1P(=O)(O)O,-1,1.7,-3,-1,100,7,26,9,98,0,-2
CN(C)CCCCNCCCNC(=O)/C=N\O,-10,0.5,-9,-18,101,-1,24,28,99,-3,-7
CCCn1c(O)c(CN2CCCC(C)C2)c(C)c(C#N)c1=O (stereo unspecified),-1,0.4,0,-3,101,1,51,16,96,0,-1
COc1ccccc1C(=O)NNC(=O)C(=O)NC(C)C,2,0.1,-3,-5,109,0,10,10,105,-2,-3
COc1ccccc1N1CCN(C(=O)/C=C/c2c(Cl)nc3ccccn23)CC1,-2,1.8,-8,-5,103,4,18,7,107,0,-1
Cc1cc(NC(=O)c2ccccc2Cl)c(C(C)C)cc1O,0,0.1,0,-2,96,1,7,22,98,1,-1
COc1ccc(C(=O)/C=C2/c3ccccc3CC(C)(C)N2C)cc1OC,-2,1.3,-4,-8,98,9,13,13,98,-3,-6

# (list continues)
SMILES,Bim-Bcl-2,ABCB1 inh,Bcl-B Bim block,Bfl-1 Bim block,RGS4-Gao reg,ABCG2 block,GSH bead fluor,Avidin fluor,RGS7-Gao,Bcl-W Bim block,Bim-Bcl-XL
COCCCNC(=O)c1ccc(CS(=O)(=O)c2ccc(Br)cc2)o1,-3,0.6,-3,-8,101,3,20,8,100,1,1
Cc1ccc2cc(/C=N/NC(=O)CN3CCOCC3)c(Cl)nc2c1,-7,0.1,-7,-14,100,3,33,13,95,-1,-7
COc1cccc(S(=O)(=O)Nc2ccc(C(=O)N3CCCCCC3)cc2)c1,-3,3.4,-3,-6,105,-3,13,8,109,0,-3
CCOC(=O)C1=C(CSc2nc3c(cc2C#N)CCC3)OC(N)=C(C#N)C1c1ccccc1 (stereo unspecified),-2,0.7,-9,4,97,3,9,23,102,0,-3
CC(C#N)On1c(SC(C)C#N)nc2ccccc2c1=O (stereo unspecified),-4,0.1,-6,-10,103,0,32,6,105,4,-13
CCCn1c(CN2CCN(C)CC2)nc2ccccc21,-8,2.4,-9,-14,23*,5,37,0,16*,0,-7
Cc1cc(C)n2c(Br)c(CN3CCCC(C)C3)nc2n1 (stereo unspecified),-3,-1.8,0,-5,101,1,16,13,103,-4,0
O=C(CCNS(=O)(=O)c1cccs1)Nc1ccccc1F,10,1.0,0,5,108,5,22,22,105,3,7
COCCCNC(=O)c1ccc2c(c1)OCO2,-1,0.7,-2,-12,101,3,61,12,100,3,-13
CCOc1ccccc1NC(=O)COC(=O)CNS(=O)(=O)c1ccc(C)cc1,-2,0.9,0,2,99,19,10,12,99,-2,1
Cc1nc(SCC(=O)c2cccc([N+](=O)[O-])c2)n[nH]1,-12,0.2,-15,-12,102,4,29,13,99,-2,0
CCOc1ccc(-n2c(SCC(=O)NCc3ccco3)nc3c(c2=O)SCC3)cc1,-8,1.4,-8,-12,97,3,38,14,104,-1,-19
O=C(COC(=O)c1ccccc1Nc1ccccc1)c1ccccc1,-4,0.3,-4,-2,100,4,9,15,97,-1,1
Fc1ccc(OCCCCN2CCOCC2)cc1,1,0.1,5,5,100,2,20,12,100,1,1
O=C(O)c1cccc(Nc2ncnc3c2cnn3-c2ccccc2)c1,0,0.1,0,-11,100,0,22,5,100,5,2
O=c1c2ccccc2nc(SCc2ccncc2)n1CC1CCCO1 (stereo unspecified),-4,0.5,-4,-3,98,2,14,10,97,-3,-3
Cn1c(=O)cc(OCC(=O)Nc2ccccn2)c2ccccc21,-10,-1.8,-4,-14,102,1,40,7,99,0,4
CC1CCc2sc3ncnc(N4CCOCC4)c3c2C1 (stereo unspecified),0,-4.0,-4,-1,77,-4,28,0,88,-3,-3
O=C(COc1ccc2ccccc2c1)N/N=C/c1ccccn1,-5,0.9,-7,-10,103,7,14,14,105,-5,-3
CCCCn1c(SCC(=O)Nc2cc(C)on2)nc2ccsc2c1=O,-7,1.1,0,0,97,24,25,11,98,6,0

# Looked up by structure from the list above, 4 records:
SMILES,Bim-Bcl-2,ABCB1 inh,Bcl-B Bim block,Bfl-1 Bim block,RGS4-Gao reg,ABCG2 block,GSH bead fluor,Avidin fluor,RGS7-Gao,Bcl-W Bim block,Bim-Bcl-XL
O=C(COc1ccc2ccccc2c1)N/N=C/c1ccccn1,-5,0.9,-7,-10,103,7,14,14,105,-5,-3
Fc1ccc(OCCCCN2CCOCC2)cc1,1,0.1,5,5,100,2,20,12,100,1,1
CCOC(=O)C1=C(CSc2nc3c(cc2C#N)CCC3)OC(N)=C(C#N)C1c1ccccc1 (stereo unspecified),-2,0.7,-9,4,97,3,9,23,102,0,-3
CCCn1c(CN2CCN(C)CC2)nc2ccccc21,-8,2.4,-9,-14,23*,5,37,0,16*,0,-7

# Records listed so far marked active in RGS7-Gao.
SMILES | Bim-Bcl-2 | Bcl-B Bim block | Bfl-1 Bim block | RGS4-Gao reg | GSH bead fluor | Avidin fluor | RGS7-Gao | Bcl-W Bim block | Bim-Bcl-XL
CCCn1c(CN2CCN(C)CC2)nc2ccccc21 | -8 | -9 | -14 | 23* | 37 | 0 | 16* | 0 | -7

# (listing goes on)
SMILES,Bim-Bcl-2,ABCB1 inh,Bcl-B Bim block,Bfl-1 Bim block,RGS4-Gao reg,ABCG2 block,GSH bead fluor,Avidin fluor,RGS7-Gao,Bcl-W Bim block,Bim-Bcl-XL
Cc1ccccc1NC(=S)N1CCCC(c2nc3ccccc3[nH]2)C1 (stereo unspecified),-1,0.9,-11,-7,100,6,9,23,102,-3,-4
Cc1ccc(S(=O)(=O)NC(=O)Nc2cc(C)ccc2F)cc1,1,0.8,1,0,102,2,20,7,97,-1,1
CC(C)N(c1nnc(N)s1)C(C)C,4,0.3,0,2,95,0,23,7,96,1,0
COc1cc(OC)cc(C(=O)N/N=C/c2ccc(OC)c(COc3ccc(F)cc3)c2)c1,-4,-0.6,-2,-3,99,-1,22,8,98,-1,0
Cc1cc(C)cc(SCc2noc(C(=O)NC(C)C)c2C(=O)O)c1,5,0.4,8,12,92,3,30,8,91,7,18
CCc1ccc(C(C(=O)NCc2ccc(OC)cc2)N(CCOC)C(=O)Cc2cccs2)cc1 (stereo unspecified),1,0.6,0,2,106,0,15,5,104,-2,0
COc1ccc(-c2nc(CN3CCN(c4ncnc5ccccc45)CC3)c(C)o2)c(OC)c1,-2,3.0,-12,-7,98,3,14,11,95,-9,-5
CCOC(=O)N1CCC(N2C(=O)c3ccccc3C2Nc2cccnc2)CC1 (stereo unspecified),-6,0.7,-10,-10,98,4,14,23,99,-6,-11
C(=N\N(c1ccccc1)c1ccccc1)/c1ccc2c(c1)OCO2,-1,0.6,2,0,99,2,20,17,99,1,2
Oc1csc(Cc2nc(-c3ccc(-c4ccccc4)cc3)cs2)n1,-3,0.3,0,0,101,1,4,13,100,-1,1
CCOC(=O)c1ccc(Oc2nc(OC)nc(N(C)C)n2)cc1,-18,0.7,-14,-29,99,41,25,28,98,-8,-14
Cc1cc(NC(=O)CCC(=O)N(Cc2ccccc2)C2(C(=O)NC3CCCCC3)CCCC2)no1,-5,0.3,-7,-11,102,0,17,5,92,-2,-3
O=C(Oc1cccc(/C=N/Nc2nc(N3CCOCC3)nc(N3CCOCC3)n2)c1)c1ccco1,-3,2.8,4,-2,100,19,31,17,100,-1,-7
Cc1cccc(C)c1NC(=S)Nc1ccc(Cl)c(Cl)c1,2,0.0,-4,-3,87,3,19,10,86,0,-4
CN(C)/C=N/S(=O)(=O)c1cccn1-c1ncc(C(F)(F)F)cc1Cl,0,0.8,-1,-4,100,4,14,10,104,-4,-1
O=C(Nc1ccc(F)cc1)c1cc(Cl)sc1Cl,0,0.1,0,-3,96,10,10,14,95,0,-3
Cc1ccc(NC(=O)c2ccccc2-c2ccc(C(F)(F)F)cc2)cc1S(=O)(=O)N1CCOCC1,-2,16,-5,-1,96,1,6,7,94,0,-5
CC(C)(C)OC(=O)N1CCC(C(=O)N[C@@H](Cc2ccccc2)C(=O)O)CC1,-8,-1.1,-11,-16,101,-3,35,17,101,-1,-11
O=C(COC(=O)Cc1ccc(S(=O)(=O)N2CCOCC2)s1)NCc1ccccc1,-3,-2.0,-6,-5,99,30,31,7,97,-3,-9
CC(=O)N/C(=C/c1ccc(Cl)cc1)C(=O)NCCc1c[nH]c2ccccc12,-7,1.2,-6,-11,104,5,38,45,122,-1,-9
CSc1nnc(C2CCCN2)n1C (stereo unspecified),-10,0.3,-7,-12,102,1,17,9,102,-1,-3

# A draw from above in order of SMILES length, rising.
SMILES,Bim-Bcl-2,ABCB1 inh,Bcl-B Bim block,Bfl-1 Bim block,RGS4-Gao reg,ABCG2 block,GSH bead fluor,Avidin fluor,RGS7-Gao,Bcl-W Bim block,Bim-Bcl-XL
CCOC(=O)N1CCC(N2C(=O)c3ccccc3C2Nc2cccnc2)CC1 (stereo unspecified),-6,0.7,-10,-10,98,4,14,23,99,-6,-11
CN(C)/C=N/S(=O)(=O)c1cccn1-c1ncc(C(F)(F)F)cc1Cl,0,0.8,-1,-4,100,4,14,10,104,-4,-1
COc1ccc(-c2nc(CN3CCN(c4ncnc5ccccc45)CC3)c(C)o2)c(OC)c1,-2,3.0,-12,-7,98,3,14,11,95,-9,-5

# Random draw from the library; any-hit rate near 1.3%.
